Assay outcomes from PubChem BioAssay.
TDP1 cell CPT = DT40-hTDP1 cell growth loss with CPT | chicken DT40 Tdp1-/-;hTDP1 cells + 20 nM CPT, ATP luminescence, 48 h | Potency, µM (doses to about 46.2 µM), for the others: at the highest dose activity change, negative = growth inhibition, usual class: inhibitors | 420,000 compounds, 12% hits; also: nearly all actives have a fitted effect of over 55% in size
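Cell growth measured by CellTiter-Glo luminescence after a minimum 48 h, 37 C compound exposure with 20 nM CPT in Tdp1-knockout DT40 cells stably expressing hTDP1, seeded 400/well; qHTS titration format.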
DT40 TDP1 no CPT = qHTS for Inhibitors of human tyrosyl-DNA phosphodiesterase 1 (TDP1): qHTS in cells in absence of CPT | DT40 Tdp1-/- hTDP1 cells, no CPT, ATP luminescence, 48 h | Potency, µM (top dose mostly 46.2 µM), for the others: at the highest dose activity change, negative = growth inhibition, hits mostly inhibitors | 420,000 compounds, 15% hits; also: nearly all actives have a fitted effect of over 55% in size
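Growth kinetics read by CellTiter-Glo luminescence after ≥48 hr at 37 °C. Cells: DT40 Tdp1-/- stably carrying human TDP1, 400 per well, compound exposure in the absence of CPT (DMSO vehicle).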
TDP1 block = inhibitors of human tyrosyl-DNA phosphodiesterase TDP1; Q9NUW8; recombinant TDP1, AlphaScreen DNA substrate cleavage; Potency, µM (doses to about 130 µM), for the others: at the highest dose activity change, negative = inhibition, usual class: inhibitors; 350,000 compounds, 0.28% hits; AID 485290; also: nearly all actives have a fitted effect of over 40% in size
Target sequence (Q9NUW8 whole entry, looked up): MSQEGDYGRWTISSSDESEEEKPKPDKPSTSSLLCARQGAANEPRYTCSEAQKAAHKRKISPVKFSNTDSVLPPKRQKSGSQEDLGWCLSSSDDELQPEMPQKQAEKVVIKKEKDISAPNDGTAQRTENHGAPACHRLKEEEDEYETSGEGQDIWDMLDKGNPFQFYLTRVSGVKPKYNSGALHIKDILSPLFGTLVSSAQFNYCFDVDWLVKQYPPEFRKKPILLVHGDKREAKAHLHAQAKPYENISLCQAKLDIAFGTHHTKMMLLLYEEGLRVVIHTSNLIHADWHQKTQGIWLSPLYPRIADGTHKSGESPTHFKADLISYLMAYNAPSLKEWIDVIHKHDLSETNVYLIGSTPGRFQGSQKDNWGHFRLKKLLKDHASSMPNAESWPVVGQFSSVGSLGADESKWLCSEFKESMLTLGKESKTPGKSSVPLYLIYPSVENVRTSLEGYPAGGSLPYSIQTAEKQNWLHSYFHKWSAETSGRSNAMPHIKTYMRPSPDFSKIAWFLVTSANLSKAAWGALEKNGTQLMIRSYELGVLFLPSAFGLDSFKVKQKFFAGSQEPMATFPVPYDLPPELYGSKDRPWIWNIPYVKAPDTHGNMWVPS
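Signal: AlphaScreen proximity between streptavidin donor and anti-FITC acceptor beads on intact substrate. Reaction: Tdp1 1 nM, substrate 15 nM final, 5 min RT after 15 min compound preincubation.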
Active calls of the source: *; ? = inconclusive; . = no result given; & = joins results of further samples; ! = repeats disagree; [ ] = remark or other dose. Calls follow the shape of the dose curve; as a rule, active = well fitted curve in the direction sought with a large enough effect; inconclusive = small, poorly fitted or top-dose-only effect, or another doubt; inactive = no such curve, though single readings can be large; an effect the other way counts as inactive or inconclusive. % is scaled to controls: 0 for no effect and ±100 for the full control effect; potency is read from the fitted curve at half-maximal effect.

SMILES | TDP1 cell CPT | DT40 TDP1 no CPT | TDP1 block
CC1CCN(c2c(NCc3ccc(C(=O)N4c5ccccc5CC4C)cc3)c(=O)c2=O)CC1 (configuration not stated) | 18µM* | 23µM* | 3%
CCN1CCN(c2ccc(S(=O)(=O)N3CCCCC3)cc2NC(=O)c2cccc(NC(C)=O)c2)CC1 | -7% | ? | -4%
COC(=O)c1sc2nc(CSc3nc4ccc(C)cc4[nH]3)[nH]c(=O)c2c1C | ? | -24% | 5%
Cc1c(Cl)cccc1-n1nc(C)c2c(C)cc(=O)n(CC(=O)N3CCCc4ccccc43)c21 | 15µM* | 4.6µM* | 1%
Cc1cccc(Nc2ncc(NC(=O)c3cccc(F)c3)c(Nc3cccc(C)c3)n2)c1 | 7.3µM* | 5.8µM* | 2%
CC1(C)OC(=O)C2(Cc3cc([N+](=O)[O-])ccc3N3CCCCC32)C(=O)O1 (configuration not stated) | ? | -2% | .
O=C(C(=O)N1CCN(Cc2ccc3c(c2)OCO3)CC1)c1c[nH]c2ccccc12 | ? | -24% | 5%
O=C(CNc1ccccc1-c1ccccc1)NCc1ccccc1 | ? | ? | 4%
COC(=O)N/N=C/c1cn(CCCOc2ccccc2)c2ccccc12 | 26µM* | ? | 1%
COC(=O)[C@@]12CCCCN1[C@H](c1ccc(-c3ccc(C(C)=O)cc3)c(OC)c1)[C@@H]1C(=O)N(C)C(=O)[C@@H]12 | 16µM* | 15µM* | 4%
CCS(=O)(=O)Nc1ccc(-c2nc3cccnc3s2)cc1 | ? | ? | .
Cc1ccc(C(=O)O/N=C\c2ccc(N3CCOCC3)c([N+](=O)[O-])c2)cc1 | 0% | -10% | 4%
O=C1CCN(Cc2ccc(Br)cc2)CCN1[C@H](CO)c1ccccc1 | ? | 14µM*! | .
COc1cccc(N=Nc2ccc(O)c3ncccc23)c1 | 2.6µM* | 2.6µM* | 14%
Cc1cccc2nc(CSc3nc4cc([N+](=O)[O-])ccc4s3)cn12 | ? | ? | 5%
CCOC(=O)C1CCCN(S(=O)(=O)c2ccc(S(=O)(=O)N(CC)CC)cc2)C1 (configuration not stated) | 2.9µM* | 1.5µM* | 3%
COc1ccc(N(CC(=O)N/N=C/c2cc(Br)c(C)o2)S(=O)(=O)c2ccc(NC(C)=O)cc2)cc1 | -7% | -24% | -1%
O=C(O)CCC(=O)Nc1nnc(C(F)(F)F)s1 | -17% | -19% | 5%
C=CCn1c(SCC(=O)NC2(C#N)CCCCC2)nnc1-c1ccncc1 | 2% | -7% | 3%
Cc1sc2ncnc(OCC(=O)NCc3cccs3)c2c1C | 4% | 0% | -5%[56.1 µM]
CCS(=O)(=O)N1CCc2cc(C(=O)NCCc3ccc(OC)cc3)ccc21 | ? | ? | 9%
Cc1ccc(C)c(-n2c(Cc3cc(=O)[nH]c(=O)[nH]3)nnc2SCC(=O)NCC2CCCO2)c1 (configuration not stated) | -7% | 4% | -6%
CC(C)(C)C(=O)NCCn1ccc2ccccc21 | -103% | -109% | 5%
N=c1sccn1CC(=O)Nc1ccccc1Oc1ccccc1 | -1% | -10% | 5%
c1cc2c3c(cccc3c1)NC1(CCC3(CC1)Nc1cccc4cccc(c14)N3)N2 | 9.2µM* | 13µM* | 11%
O=C1c2ccccc2C(=O)C12OC2c1cccc2ccccc12 (configuration not stated) | ? | ? | -5%
Cc1ccc(C(=O)Nc2ccc(F)cc2)cc1S(=O)(=O)N1CCCCCC1 | ? | ? | 5%[12.3 µM]
COc1cccc(CNC(=O)[C@@H]2CCCN2C(=O)[C@@H]2CCCN2C(=O)c2ccccc2)c1 | -27% | ? | .
COc1ccc2ccccc2c1/C=N/NC(=O)c1nnn(-c2nonc2N)c1C(C)C | -28% | ? | 7%
O=C(OCc1cc(=O)n2ccsc2n1)c1ccccc1NCCO | 2% | -30% | 45µM*
Cc1ccccc1NC(=O)CSc1[nH]c(=O)cc(C)c1C#N | ? | -14% | -10%
COc1cc(-c2cn[nH]c2N)cc(OC)c1OC | 5% | -2% | 8%
Brc1c(NC2=NCCN2)ccc2nccnc12 | 6%&12%&9% | -24%&-2%&-4% | -5%
Cc1n[nH]c(C)c1CCOc1ccc(C(C)C)cc1 | ? | ? | 3%
O=C(NC1CCCC1)c1ccc2c(=O)n(Cc3ccccc3)c(SCc3cccc([N+](=O)[O-])c3)nc2c1 | -24% | -20% | 4%
CCCCSc1nsc(NC(C)=O)n1 | -5% | 4% | -1%
COc1cc(OC)cc(C(=O)NNC(=O)CCCOc2ccccc2)c1 | 12% | 4% | 0%
CC1CN(C(=O)c2ccccc2Oc2ccccc2)CC(C)O1 (configuration not stated) | -13% | ? | 2%
CCC(C)c1ccccc1NC(=O)COC(=O)c1ccc2[nH]c3c(c2c1)CCCC3 (configuration not stated) | 16µM* | 18µM* | 7%
CC(=O)NS(=O)(=O)c1ccc(N=NN2CCOCC2)cc1 | -3% | -24% | 0%
CC(=O)c1c(C(C)=O)c(C)n(NC(=O)c2ccc(Cl)cc2)c1C | ? | 2% | 0%
CC1CCCC(=C\c2ccccc2)/C1=N/O (configuration not stated) | ? | ? | 3%
Nc1ccc2ccccc2c1C(=O)c1ccccc1 | -6% | ? | .
O=C(CSc1nc2c([nH]c3ccccc32)c(=O)n1-c1ccc(Cl)cc1)N1CCCC1 | -6% | -1% | -11%
O=C(/C=C/c1ccc(O)cc1)c1ccc(NC2=C(N3CCCCC3)C(=O)c3ccccc3C2=O)cc1 | 1.3µM* | 1.6µM* | 11%

A few values from the entries so far.
TDP1 block with `CC1CN(C(=O)c2ccccc2Oc2ccccc2)CC(C)O1` (configuration not stated) : 2%
TDP1 block with `O=C(CSc1nc2c([nH]c3ccccc32)c(=O)n1-c1ccc(Cl)cc1)N1CCCC1` : -11%

Continuation.
SMILES | TDP1 cell CPT | DT40 TDP1 no CPT | TDP1 block
CCN(c1cccc(C)c1)S(=O)(=O)c1ccc(-c2ccc(=O)[nH]n2)o1 | -18% | 11% | -1%
COc1ccccc1NC(C)C(=O)c1c(C)[nH]c2ccccc12 (configuration not stated) | -30% | ? | .
CCCS(=O)(=O)NCCc1cc2ccc(C)cc2[nH]c1=O | 6% | 2% | 5%
Cc1ccc(C)c(NS(=O)(=O)c2c(C)nc3sccn3c2=O)c1 | -3% | -14% | .
CC(/C=C/C=C/c1ccccc1)=N/NC(=O)CNc1ccc(C)cc1 | 0% | -10% | 6%
CSCC[C@H](NC(=O)C1CCN(S(=O)(=O)c2ccc(C)cc2)CC1)C(=O)NCc1ccco1 | -26% | -22% | 5%
CC(/C=N\NC(=O)c1cccnc1)c1ccccc1 (configuration not stated) | -2% | -1% | .
CCCCCCC(=O)N(O)C1CC(=O)N(c2ccc(C)cc2)C1=O (configuration not stated) | 2.9µM* | 5.8µM* | 7%
Cc1cc(N2CCN(C(=O)c3ccco3)CC2)n2nc(-c3cccc(Cl)c3)cc2n1 | 23µM* | ? | 4%
CC(C)CCCCCCCCCCCCC(=O)NCC(=O)NC1C(C)OC(Nc2ncnc3nc[nH]c23)C(O)C1O (configuration not stated) | 0.021µM* | 0.033µM* | .
O=C(c1ccc(F)c(F)c1)N1CCOc2ccc(CN3CCN(Cc4ccccn4)CC3)cc2C1 | 25%[9.04 µM] | -14% | .
CC1=CC2=NC(=O)/C(=C\c3ccc(OC(=O)c4ccco4)cc3)C(=N)N2O1 | -1% | -2% | 3%
COc1ccccc1NC(=O)C(=O)NCC1COc2ccccc2O1 (configuration not stated) | -7% | 0.56µM* | 2%
Cc1cc(C)cc(Nc2nc3cc(Cl)c(Cl)cc3nc2-n2nc(C)cc2C)c1 | 2% | -1% | -4%[12.3 µM]
O=C(Nc1ccc(F)cc1)c1ccc(S(=O)(=O)NCc2cccnc2)cc1 | ? | ? | .
CCOC(=O)c1nn(-c2cccc(Cl)c2)c(C)c1C(C)=O | -3% | -14% | 4%
N#C/C(C(=O)N1CCCCC1)=C1/N=C(N)c2ccccc21 | 4% | 3% | 3%
COC(=O)COc1ccc(S(=O)(=O)N2CCCCCC2)cc1C | -5% | -3% | -12%
COc1ccccc1-c1ccccc1C1=CC(=O)CC(C)(C)C1=O | -5% | -27% | .
COc1ccc(CC(=O)Nc2ccc(S(=O)(=O)Nc3onc(C)c3C)cc2)cc1OC | -2% | -17% | 6%[0.0935 µM]
NN(Cc1ccccc1)C(=S)Nc1ccc(Cl)c(Cl)c1 | -14% | 0% | .
COCCCNC(=O)Cn1c(=O)n(CCCCCC(=O)Nc2ccccc2)c(=O)c2sccc21 | -14% | -13% | -1%
O=C(Nc1cc(C(=O)N2CCCC2)ccc1N1CCCC1)C1CC1 | -4% | -7% | 0%
CCOC(=O)c1cnn(CCOC(=O)C(C)(C)C)c1NC(=O)C(C)(C)C | 8% | -9% | -1%
CN(C)S(=O)(=O)c1ccc(/C(O)=C2/C(=O)C(=O)N(CCCN3CCOCC3)C2c2ccncc2)cc1 (configuration not stated) | 2% | -7% | .
COc1ccc(Br)cc1CNC(=O)C1CCCN(S(C)(=O)=O)C1 (configuration not stated) | 2% | 0% | 7%
CCN(CC)c1ccc2cc(-c3nc(-c4cc(OC)c(OC)c(OC)c4)no3)c(=O)oc2c1 | 21µM* | 10µM* | 3%
O=C(NCc1ccccc1Cl)c1cccc(C(F)(F)F)c1 | 3% | -14% | 2%
CCOC(=O)N1CCN(C(=O)c2cc(C)c3c(C)nn(-c4ccccc4)c3n2)CC1 | ? | ? | 4%
Cc1ccc(-c2noc(CNS(=O)(=O)c3ccccc3)n2)cc1 | ? | ? | 1%
CCN(CC(=O)Nc1cc(Cl)ccc1-n1cncn1)Cc1nc2ccccc2c(=O)[nH]1 | -18% | -20% | 1%
O=C1CC(N2CCOCC2)C(=O)N1Cc1ccc(N2CCCC2=O)cc1 (configuration not stated) | 6% | 13% | -4%
O=C1c2cccc3cccc(c23)C(=O)N1Cc1cccnc1 | 1% | ? | -1%
Cc1c(C(=O)N2CC(C)OC(C)C2)sc2nc(-c3ccc(F)cc3)cn12 (configuration not stated) | ? | 18µM* | 6%
Cc1ccc(C(C)(C)C)cc1S(=O)(=O)NC(=O)c1ccccc1 | 1% | 6% | 4%
CSCC[C@H](NC(=O)C1CCCC1)c1nc2ccccc2[nH]1 | -3% | ? | 2%
CCc1ccccc1NC(=O)CSc1nc2n[nH]c(C)c2c(=N)n1-c1cccc(C)c1 | 7.3µM* | 3.7µM* | 5%
O=C1CC[C@@H](C(=O)N2CSC[C@@H]2C(=O)Nc2cccc(C(F)(F)F)c2)N1 | -6% | 4% | .
CCCCC(=O)Nc1ccc(C(=O)OCc2cc(=O)n3nc(C4CC4)sc3n2)cc1 | -30% | ? | -1%
COc1cccc(C(=O)Nc2nnc(-c3ccccc3)s2)c1OC | ? | ? | .
CCOC(=O)c1c(C)oc2nc(C)nc(NCCCN3CCN(c4cc(C)ccc4C)CC3)c12 | ? | -3% | -1%
COc1ccnc(-n2cccc2C#N)c1C#N | -9% | -6% | .
COCc1ccc(-c2c(-c3cc(OC)cc(OC)c3)oc(=O)c3cc(OC)c(OC)cc23)cc1 | 16µM* | 21µM* | 1%
COc1c(O[C@@H]2O[C@H](CO)[C@@H](O)[C@H](O)[C@H]2O)cc2c(c1OC)-c1ccc(SC)c(=O)cc1C(NC(C)=O)CC2 (some centres not stated) | 8% | 5% | .

By substructure, the entries above with an aryl thioether with sulfur outside any ring
SMILES | TDP1 cell CPT | DT40 TDP1 no CPT | TDP1 block
COC(=O)c1sc2nc(CSc3nc4ccc(C)cc4[nH]3)[nH]c(=O)c2c1C | ? | -24% | 5%
Cc1cccc2nc(CSc3nc4cc([N+](=O)[O-])ccc4s3)cn12 | ? | ? | 5%
C=CCn1c(SCC(=O)NC2(C#N)CCCCC2)nnc1-c1ccncc1 | 2% | -7% | 3%
Cc1ccc(C)c(-n2c(Cc3cc(=O)[nH]c(=O)[nH]3)nnc2SCC(=O)NCC2CCCO2)c1 (configuration not stated) | -7% | 4% | -6%
Cc1ccccc1NC(=O)CSc1[nH]c(=O)cc(C)c1C#N | ? | -14% | -10%
O=C(NC1CCCC1)c1ccc2c(=O)n(Cc3ccccc3)c(SCc3cccc([N+](=O)[O-])c3)nc2c1 | -24% | -20% | 4%
CCCCSc1nsc(NC(C)=O)n1 | -5% | 4% | -1%
O=C(CSc1nc2c([nH]c3ccccc32)c(=O)n1-c1ccc(Cl)cc1)N1CCCC1 | -6% | -1% | -11%
CCc1ccccc1NC(=O)CSc1nc2n[nH]c(C)c2c(=N)n1-c1cccc(C)c1 | 7.3µM* | 3.7µM* | 5%
COc1c(O[C@@H]2O[C@H](CO)[C@@H](O)[C@H](O)[C@H]2O)cc2c(c1OC)-c1ccc(SC)c(=O)cc1C(NC(C)=O)CC2 (some centres not stated) | 8% | 5% | .
